# Screening results as filed in PubChem.
# MIN6 prolif: inducers of MIN6 beta-cell proliferation, primary screen, ATP luminescence, uHTS; 330,000 tested, 0.29% active; MIN6 cells proliferation, ATPlite luminescence, 48 h; cells starved in 0.2% serum; 100% = growth in 10% serum; AID 2380, 2010; proliferation, % at 10 µM;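 active means compounds whose signal lies at least 3.5 SD above the mean of all wells on their plate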;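 further: 0% = DMSO-treated cells in low-serum medium and 100% = 10% serum control; some compounds called inactive have numbers as strong as hits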
# APOBEC3G inh: APOBEC3G DNA deaminase inhibitors, primary screen, biochemical, fluorescence, single-stranded DNA substrate, uHTS. recombinant A3G, ssDNA deamination FAM/TAMRA fluorescence. DNA dC->dU-editing enzyme APOBEC-3G (Homo sapiens), Q9HC16. inhibition, % at 20 µM. 330,000 tested, 0.28% active;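 active means inhibition of at least 40% at 20 µM, with no more than 30% in the related APOBEC3A deaminase screen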;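 further: plate controls were DMSO wells with A3G for no effect and wells lacking A3G enzyme for full effect; some compounds called inactive have numbers as strong as hits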
# A3A deaminase: APOBEC3A ssDNA deaminase inhibitors, primary screen, selectivity assay for APOBEC3G inhibitor project, biochemical, FAM/TAMRA oligo cleavage fluorescence; DNA dC->dU-editing enzyme APOBEC-3A (Homo sapiens), P31941; recombinant A3A, FAM/TAMRA ssDNA deamination fluorescence; inhibition, % at 20 µM; 330,000 tested, 0.41% active; AID 493011, 2011;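 active means at least 40% inhibition at 20 µM here, with at most 30% in a related deaminase screen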;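 further: plate controls were A3A with DMSO for no effect and wells lacking A3A enzyme for full effect; some results filed as inactive read as strong as hits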
# Target sequence (P31941 whole entry, looked up): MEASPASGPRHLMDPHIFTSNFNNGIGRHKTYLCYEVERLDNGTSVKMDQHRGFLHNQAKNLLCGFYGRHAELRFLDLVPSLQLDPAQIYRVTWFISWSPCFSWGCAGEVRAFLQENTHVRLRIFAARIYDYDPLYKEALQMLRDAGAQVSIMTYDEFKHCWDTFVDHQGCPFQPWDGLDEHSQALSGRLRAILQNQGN
# hIAP act: human IAP activators, primary screen, biochemical, luminescence, uHTS; AID 2524, 2010; purified human IAP, CDP-Star luminescence, 30 min; hits give high values; 1 = vehicle-only enzyme, 0 = enzyme-free background; activation factor at 10 µM; Intestinal-type alkaline phosphatase (Homo sapiens), P09923; 330,000 tested, 0.16% active;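 active means activation factor of the enzyme at least 2-fold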; further: the source names both 10 and 20 µM as test concentration; values of inactives mirror those of a sister screen read the other way
# Target sequence (P09923 whole entry, looked up): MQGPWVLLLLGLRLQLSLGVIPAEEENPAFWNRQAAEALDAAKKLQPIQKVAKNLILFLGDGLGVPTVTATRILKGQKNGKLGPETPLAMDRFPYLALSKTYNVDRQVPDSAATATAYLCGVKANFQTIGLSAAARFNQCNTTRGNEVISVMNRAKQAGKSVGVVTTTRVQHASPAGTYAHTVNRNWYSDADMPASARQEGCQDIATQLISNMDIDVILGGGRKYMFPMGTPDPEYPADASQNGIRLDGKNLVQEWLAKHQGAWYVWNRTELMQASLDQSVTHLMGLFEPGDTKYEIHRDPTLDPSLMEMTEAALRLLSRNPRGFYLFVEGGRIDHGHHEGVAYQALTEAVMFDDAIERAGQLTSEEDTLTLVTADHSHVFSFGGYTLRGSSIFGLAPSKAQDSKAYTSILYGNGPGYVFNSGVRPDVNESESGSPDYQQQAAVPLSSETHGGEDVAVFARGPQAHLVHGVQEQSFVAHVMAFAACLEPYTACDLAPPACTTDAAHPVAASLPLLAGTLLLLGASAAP
# SENP1 FRET inh: human SENP1 catalytic domain inhibitors, primary screen, biochemical, FRET, uHTS; Sentrin-specific protease 1 (Homo sapiens), Q9P0U3; recombinant SENP1 catalytic domain, CyPet-SUMO1-YPet FRET cleavage; inhibition, % at 10 µM; 360,000 tested, 0.21% active;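 active means inhibition at least 30% at 10 µM, raw YFP signal under a set limit, fluorescence ratio 0.5 to 1.5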;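 further: 0% = enzyme with DMSO and 100% = no enzyme wells; some results filed as inactive read as strong as hits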
# Target sequence (Q9P0U3 419-644 limits assumed): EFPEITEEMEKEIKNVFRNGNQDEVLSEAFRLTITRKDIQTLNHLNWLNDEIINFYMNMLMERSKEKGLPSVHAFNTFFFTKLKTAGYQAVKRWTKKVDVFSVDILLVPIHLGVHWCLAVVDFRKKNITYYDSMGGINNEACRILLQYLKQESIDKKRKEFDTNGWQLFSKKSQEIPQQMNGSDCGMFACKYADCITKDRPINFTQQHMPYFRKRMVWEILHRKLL
#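 Controls: no-enzyme wells low, DMSO-plus-enzyme wells high control. Test system: human recombinant His6-tagged SENP1 catalytic domain enzyme. Reagent: SFCypet-SUMO1-SFYpet FRET protein substrate, 25 nM final. Doses: one dose per compound, 10 µM, 0.5% DMSO. Detection: FRET, CFP and YFP emission. Timing: 50 min reaction at room temperature.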
# hIAP block: human IAP inhibitors, primary screen, biochemical, luminescence, uHTS | 330,000 tested, 0.12% active | purified IAP, CDP-Star luminescence, 30 min | inhibition, % at 10 µM | Intestinal-type alkaline phosphatase (Homo sapiens), P09923 | AID 2544, 2010;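 active means inhibition reaching a set limit with compound at 10 µM in the primary screen, cut at about 35% in these data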;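 further: plate controls were DMSO wells with enzyme for no effect and no-enzyme buffer wells for full effect; values of inactives mirror those of a sister screen read the other way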
# mIAP act: activators of mouse IAP, primary screen, biochemical, luminescence, uHTS. intestinal alkaline phosphatase [Mus musculus]. muIAP, CDP-Star luminescence, 30 min; hits give high values; 1 = vehicle-only enzyme signal, 0 = enzyme-free wells. activation factor at 10 µM. 330,000 tested, 0.24% active. AID 2805, 2010;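 active means activation factor of at least 2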; further: the source names both 10 and 20 µM as test concentration; values of inactives mirror those of a sister screen read the other way
#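 Assay system: mouse IAP enzyme / Compound: DMSO-dissolved test compounds / Timing: 30 min, room temperature / Measured by: luminescence from enzymatic CDP-Star hydrolysis / Control set: DMSO-only wells, enzyme-free buffer wells as negative control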
# mIAP inh: inhibitors of mouse IAP, primary screen, biochemical, luminescence, uHTS. intestinal alkaline phosphatase [Mus musculus]. purified mouse IAP, CDP-Star luminescence, 30 min. inhibition, % at 10 µM. 330,000 tested, 0.2% active;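 active means inhibition of at least 40% at 10 µM in the primary screen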;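 further: plate controls were DMSO with enzyme for no effect and no enzyme wells for full effect; values of inactives mirror those of a sister screen read the other way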
# NALP3 yeast inh: NALP3 inflammasome inhibitors in reconstituted yeast, primary screen, luminescence, uHTS. Yeast reconstituted NLRP3/ASC/caspase-1, beta-gal luminescence, 24 h. inhibition, % at 10 µM. 330,000 tested, 0.39% active. AID 2825, 2010;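 active means inhibition of 50% or more; inactive means inhibition below 50%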;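 further: plate controls were induced DMSO wells for no effect and uninduced yeast grown without galactose for full effect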
# Starred values were filed as active, the others as inactive; x = not tested or not shown. An excerpt (hit frequency here may not be typical).
SMILES,MIN6 prolif,APOBEC3G inh,A3A deaminase,hIAP act,SENP1 FRET inh,hIAP block,mIAP act,mIAP inh,NALP3 yeast inh
Cn1nc(-c2ccccc2)c(C(=O)Nc2ccc(Cl)cc2)c1Cl,-4,1,1,1.2,1,-21,1.1,-12,81*
O=C(c1cc2c(s1)CCCC2)N1CCN(S(=O)(=O)c2ccccc2)CC1,-2,-10,-2,1,1,-4,0.92,8,-37
COc1ccc(NC(=O)CCNC(C)=O)cc1NS(=O)(=O)c1ccc(F)cc1,3,14,-2,0.91,-1,9,0.98,2,-12
CSCSC1=C(C#N)C(c2ccccc2Cl)C(C(C)=O)=C(C)N1 (stereo not given),-4,21,-2,0.86,-9,14,0.95,5,23
CCOc1ncccc1C(=O)Nc1ccc(Cl)c(S(=O)(=O)N2CCCC2)c1,-4,-3,3,1,-3,-2,0.94,6,-7
O=C(c1ccc(S(=O)(=O)Nc2ccccc2Cl)cc1)N1CCCC1,-1,1,2,0.95,0,5,0.94,6,2
Cc1cc(NC(=O)c2ccc(Cl)c(S(=O)(=O)N3CCOCC3)c2)no1,4,2,0,1,1,0,1,-2,-3
Cn1cnc([N+](=O)[O-])c1SCCO,-3,-3,1,1.5,3,-50,1,-3,8
Cn1c(=O)c2c(nc(CN3CCN(C(=O)c4ccco4)CC3)n2CC(=O)C(C)(C)C)n(C)c1=O,0,-8,-1,0.99,3,1,0.98,2,3
CC(NC(=O)c1ccco1)C1COc2ccccc2O1 (stereo not given),-1,2,5,1.1,-2,-11,1.1,-7,15
Cc1ccccc1NC(=O)CCN1CCCC1,-1,-6,-3,1.2,0,-24,1.1,-7,13
COc1ccc(/C=C/C(=O)NC(CCSC)C(=O)O)cc1 (stereo not given),-2,-2,0,0.98,-1,2,1,0,12
CCn1cc(C2N3CC4(C)CN2CC(C)(C3)C4=O)c2ccccc21 (stereo not given),-3,1,1,1.1,4,-8,1.1,-7,11
NC(=O)c1ccc(NC(=O)c2ccc(COc3ccc(F)cc3)o2)cc1,-2,-8,-3,0.9,-1,10,1,0,15
COc1ccccc1NC(=S)N(Cc1ccc(C)cc1)Cc1ccccn1,3,-11,-3,0.99,0,1,1.1,-6,-8
O=C(CCC(=O)Nc1ccc(Br)cc1)N/N=C/c1ccc(O)cc1,-2,-10,-7,0.84,1,16,1,-3,-11
CC1CCN(C(=O)COC(=O)CNC(=O)c2ccccc2F)CC1,-2,7,4,1.1,1,-8,1.1,-8,11
Cc1ccccc1C(=O)NC(=S)NC1CCS(=O)(=O)C1 (stereo not given),0,-8,-6,1.1,0,-7,1,-2,3
CC1CCCC(C)N1C(=O)COC(=O)c1n[nH]c(=O)c2ccccc12 (stereo not given),0,-8,-4,1,2,-4,0.97,3,10
Cc1c(CCOC(=O)c2ccc([N+](=O)[O-])cc2)sc[n+]1CC(=O)c1ccccc1,0,-5,1,0.91,3,9,0.76,24,19

# Entries listed so far containing a nitro group on carbon, in the order listed:
SMILES,MIN6 prolif,APOBEC3G inh,A3A deaminase,hIAP act,SENP1 FRET inh,hIAP block,mIAP act,mIAP inh,NALP3 yeast inh
Cn1cnc([N+](=O)[O-])c1SCCO,-3,-3,1,1.5,3,-50,1,-3,8
Cc1c(CCOC(=O)c2ccc([N+](=O)[O-])cc2)sc[n+]1CC(=O)c1ccccc1,0,-5,1,0.91,3,9,0.76,24,19

# Following part:
SMILES,MIN6 prolif,APOBEC3G inh,A3A deaminase,hIAP act,SENP1 FRET inh,hIAP block,mIAP act,mIAP inh,NALP3 yeast inh
CCCc1nnc(NC(=O)CCC(=O)NC2CCCC2)s1,0,-6,-7,1,1,-2,0.97,3,6
CC(C)Nc1ccc(Cl)cc1[N+](=O)[O-],-2,-4,0,1.1,x,-6,0.95,5,16
COc1ccccc1CC(=O)N(CCC1=CCCCC1)c1c(N)n(Cc2ccccc2)c(=O)[nH]c1=O,2,-7,-1,1.1,-3,-8,1,-3,-1
Cc1cccc(Nc2cc(=O)n(C)c(=O)[nH]2)c1,-3,-3,-6,1.2,0,-19,0.99,1,10
CCOc1ccc(S(=O)(=O)N2CCCCC2)cc1NC(=O)Cc1ccsc1,-7,-4,-2,0.76,-7,24,1,-3,2
COc1ccc(C(CC(=O)N2CCCC2)c2c(O)cc(OC)cc2OC)cc1 (stereo not given),5,-3,2,1,1,-1,1,-4,10
Clc1ccccc1CSc1nnc(-c2ccncc2)o1,-1,1,6,1.1,1,-5,1.1,-8,6
CCC(C)NC(=O)C1CCC(=O)N(c2cc(OC)c(OC)c(OC)c2)C1c1ccc(OC)cc1 (stereo not given),-1,3,0,1,3,-2,0.96,4,-8
O=C(O)c1cccc(NC(=O)c2cn(-c3ccccc3)nc2-c2ccc(F)cc2)c1,-3,-4,-3,1,1,-2,0.93,7,14
N#Cc1ccc(COn2nnc3ccccc32)cc1,-1,-5,7,1,0,-4,0.99,1,22
Cc1ccc(Nc2nc3c([nH]2)c(=O)n(C)c(=O)n3C)cc1,-1,-1,2,0.93,0,7,0.93,7,5
Cc1cccc(OCC(=O)Nc2sc3c(c2C#N)CCC3)c1,-1,-2,4,0.92,-2,8,0.97,3,6
O=C(COc1cccc2ccccc12)N1CCN(c2ccccc2)CC1,-1,-3,-1,1,2,-1,0.98,2,18
Cc1nnc(NC(=O)C2CCCN(c3ncccn3)C2)s1 (stereo not given),1,-2,5,1.1,5,-11,0.84,16,6
CC(=O)c1ccc(NC(=O)CSc2nnc(Cn3c(=O)sc4ccccc43)n2C)cc1,4,-4,-3,0.87,1,13,0.87,13,4
O=C(O)C1C2CCC(O2)C1C(=O)NCc1ccncc1 (stereo not given),5,-7,-2,1,2,-4,0.96,4,-4
COC(=O)CCCCC1SCC(NC(=O)c2ccccc2)C1=O (stereo not given),-2,-5,-1,1.1,0,-6,0.89,11,-2
c1coc(CNC2C3CC4CC(C3)CC2C4)c1 (stereo not given),0,8,1,1,3,-2,0.99,1,3
CCCn1cnc2cc(NCc3ccccn3)ccc21,-2,-3,2,1.1,-28,-6,1,-4,2
CCN1CCN(c2sc(S(C)(=O)=O)nc2S(=O)(=O)c2ccc(C)cc2)CC1,16*,-7,-6,1.1,2,-7,0.98,2,9
CCS(=O)(=O)Nc1cccc(C2=NN(S(=O)(=O)c3ccc(C)cc3)C(c3cccs3)C2)c1 (stereo not given),-4,-4,-2,0.96,-6,4,0.95,5,0
CC(N=C1NS(=O)(=O)c2ccccc21)C(=O)NCCCc1ccccc1 (stereo not given),-3,-14,-8,0.97,2,3,1,-3,-2
Cc1c(Cl)cccc1NC(=O)C1Cc2ccccc2CN1C(=O)c1ccccc1 (stereo not given),0,-5,-1,0.95,-2,4,1.1,-12,13
O=C(NCc1ccc2c(c1)OCO2)NC1CCCCC1,-5,-2,0,1,3,0,0.98,2,17
COc1ccccc1CN=Cc1[nH]c2ccc(Br)c(Cl)c2c1O,0,-5,-2,1.1,-43,-11,0.87,13,13
CCc1ccccc1N(CC(=O)NCc1ccc(OC)cc1)C(=O)CCC(=O)Nc1ccccn1,-1,-12,-6,0.97,0,2,0.97,3,15
O=C(Nc1ccccc1)OCCN1CCN(Cc2ccccc2)CCC1=O,0,-9,-2,0.86,0,14,1,-4,13
O=C(C[C@@H]1C/C=C\C[C@@H](Cc2ccc(F)cc2)C(=O)OC[C@H]2CCCN2C1=O)NCCO,0,-4,3,0.93,1,7,1,-2,17
COC1=CCC2([N+](=O)[O-])CN(CCO)CC1([N+](=O)[O-])C2 (stereo not given),-2,-1,2,0.83,1,17,1,-2,13
Cc1cccc(OCc2nnc(SCC(=O)N(C)C3CCCCC3)o2)c1,-4,-7,0,1.1,0,-13,0.98,2,32
Cc1cc(NC(=O)c2cc(C3CC3)on2)no1,4,0,4,1,2,-4,1.1,-9,14
CC(=O)O[C@]1(C(C)=O)CC[C@H]2[C@@H]3C=C(C)C4=CC(=O)CC[C@@H]4[C@H]3CC[C@@]21C,6,-4,-5,1.1,-6,-7,0.93,7,12
O=C(O)/C=C/C(=O)N1CCN(c2ccccc2F)CC1,-1,-3,-2,0.94,3,6,1,-1,15
CC(C)n1c(/N=C/c2c[nH]c3ccccc23)nc2ccccc21,-2,5,2,0.92,-5,8,0.9,10,9
COc1ccc(NC2=NCC(=O)N2c2ccccc2)c(OC)c1,-3,0,2,1,0,-2,1,-1,-7
O=C(Cn1c2[n+](c3ccc(C(F)(F)F)cc31)CCCCC2)Nc1ccccc1,0,23,60*,0.95,-3,5,0.98,2,8
CCCCOP(=O)(c1ccc(N(C)C)cc1)C(O)c1c(Cl)cccc1Cl (stereo not given),-2,-7,-3,1.1,2,-8,0.92,8,-14
O=C(COc1ccc2ccc(=O)oc2c1)N1CCc2ccccc21,-1,6,2,1.1,-2,-7,1.1,-12,28
O=C(c1ccco1)N1N=C(c2cccs2)CC1c1cc([N+](=O)[O-])ccc1O (stereo not given),-5,-5,-3,0.9,1,10,0.89,11,15
Cc1ccc(NC(=O)CSc2nncs2)cc1Cl,1,-6,-2,0.94,2,6,1.1,-11,14
Cc1cc(NC(=O)CSc2nnc(-c3ccc([N+](=O)[O-])cc3)o2)no1,2,3,5,0.65,-1,35*,1,-3,15
CC(=O)c1ccc(S(=O)(=O)Nc2cccc(S(=O)(=O)NC3=NCCC3)c2)cc1,0,1,4,0.87,-1,13,0.77,23,17
CCN(CC(=O)Nc1c(F)cccc1F)C(=O)CCNS(=O)(=O)c1ccc(C)c(C)c1,-2,-9,49*,0.97,2,2,0.94,6,15
CC(C)CN(C(=O)COC(=O)c1cccc2ccccc12)c1c(N)n(Cc2ccccc2)c(=O)[nH]c1=O,-6,-2,0,1,-1,0,0.87,13,24
COc1ccc(/C=N/NC(=O)c2ccc(O)cc2O)cc1CSc1ccccn1,-3,15,38,1,3,0,0.7,30,-4
CCN(C(=O)COC(=O)[C@H](C)N=C1NS(=O)(=O)c2ccccc21)C1CCS(=O)(=O)C1 (stereo not given in full),12,-4,1,0.95,0,5,0.93,7,6
CC1Cc2ccccc2N1C(=O)COC(=O)C1(c2ccccc2F)CCCC1 (stereo not given),-5,-3,-2,1,1,0,1,-5,0
CN1CCc2c(OCC(=O)N3N=C(c4cccs4)CC3c3ccc(F)cc3)cccc2C1=O (stereo not given),-3,0,0,0.85,-5,15,0.84,16,2
